Compound activity: PubChem, Southern Research Specialized Biocontainment Screening Center
M. tuberculosis HTS: M. tuberculosis growth inhibition, HTS (AID 449762); M. tuberculosis H37Rv growth inhibition, 7H9 media; higher % means a stronger effect; inhibition, % at 25 µM; hits with a dose series show IC50 in µM; hit rate 0.59% among 330,000; in the data active means a potency from the dose series; inconclusive means inhibition above about 70% without an active follow-up result;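 further: bacterial growth assessed after seven days of incubation; strong numbers were not always called active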
M. tuberculosis: growth inhibition of non-replicating M. tuberculosis (AID 488890) | Mycobacterium tuberculosis non-replicating, growth inhibition; higher % means a stronger effect | one-dose inhibition, % at 25 µM; IC50 in µM for titrated hits | hit rate 0.39% among 320,000; in the data active means a potency from the dose series; inconclusive means inhibition mostly from about 82% at the one dose, without a potency; inactive means the rest, 99 in 100 with inhibition below about 76%;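 further: plate controls were DMSO cells for no effect and high antibiotic wells for full effect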
influenza NS1A: H1N1 influenza NS1A inhibitors, functional cell based assay (AID 504329); NS1A functional cell-based assay, percent inhibition; higher % means a stronger effect; one-dose inhibition, % at 12.5 µM; IC50 in µM for titrated hits; hit rate 0.3% among 340,000; in the data active means a potency from the dose series; inconclusive means inhibition above about 27% without an active follow-up result; further: strong numbers were not always called active
inhibitors of VEEV: inhibitors of VEEV TC-83 cytopathic effect, confirmation, Vero cells (AID 588727); Vero cells, VEEV TC-83 cytopathic effect inhibition; higher % means a stronger effect; inhibition, % at 20 µM; hits with a dose series show IC50 in µM; hit rate 0.13% among 350,000; in the data active means a potency from the dose series; inconclusive means inhibition mostly from about 14% at the one dose, without a potency; inactive means the rest, 99 in 100 with inhibition below about 12%; further: strong numbers were not always called active
PhoP GFP inhibition: PhoP regulon inhibitors, Salmonella typhi PhoP promoter GFP reporter, confirmatory (AID 1850). hit rate 0.33% among 310,000. one-dose inhibition, % at 50 µM; IC50 in µM for titrated hits. Salmonella Typhi PhoP-promoter GFP reporter, fluorescence, 4 h; higher % means a stronger effect; in the data active means a potency from the dose series; inconclusive means inhibition mostly from about 25% at the one dose, without a potency; inactive means the rest, 99 in 100 with inhibition below about 19%;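 further: 0% = induced wells with vehicle and 100% = uninduced wells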
inhibitors of VEEV 10K pilot screen: recorded beside inhibitors of VEEV, whose call it bears; inhibition, %; measured here: 10K pilot screen inhibition
Active calls of the source: *; i = inactive; ? = inconclusive; . = not tested or not shown. Hits appear at their usual frequency; 1.5% or so of the library scored in one or more.

Preview:
SMILES	M. tuberculosis HTS	M. tuberculosis	influenza NS1A	inhibitors of VEEV	PhoP GFP inhibition	others
Cc1cc(F)ccc1S(=O)(=O)Nc1ccccc1C(=O)Nc1ncn[nH]1	-2%	65%	-23%	2.0%	6%
Cc1ccccc1CN1C2=NCCN2c2ccccc21	-4%	3%	8%	0.1%	0%

This part in full (from the top)
SMILES	M. tuberculosis HTS	M. tuberculosis	influenza NS1A	inhibitors of VEEV	PhoP GFP inhibition	others
Cc1cc(F)ccc1S(=O)(=O)Nc1ccccc1C(=O)Nc1ncn[nH]1	-2%	65%	-23%	2.0%	6%
Cc1ccccc1CN1C2=NCCN2c2ccccc21	-4%	3%	8%	0.1%	0%
CC(Cc1ccccn1)NC(=O)CCc1nnc(C2CCCCC2)o1 (stereo not drawn)	-7%	13%	-10%	0.4%	6%
Cc1c(O)nc(SCC(=O)Nc2cccc(C(F)(F)F)c2)n(-c2ccccc2)c1=O	-3%	18%	-1%	0.2%	0%
COC(=O)c1sc(NC(=O)COc2cccc3ccccc23)nc1C	5%	32%	-7%	2.2%	5%
COc1ccc(C(CNC(=O)C(C)(C)Oc2ccc(Cl)cc2)N2CCCC2)cc1 (stereo not drawn)	-9%	29%	6%	1.6%	.
CCc1ccc(NS(=O)(=O)c2ccc3[nH]cc(C(=O)N4CCCCC4)c(=O)c3c2)cc1	-3%	22%	4%	0.2%	-3%
CN(C)CCN(CC1CCCN(Cc2ccccc2F)C1)C(=O)Cc1ccccc1F (stereo not drawn)	3%	0%	-1%	i	2%
O=C(Nc1nnc(S(=O)(=O)N2CCOCC2)s1)c1ccccc1F	1%	4%	9%	2.7%	-4%
O=C(CCNC(=O)C1CCN(S(=O)(=O)c2ccc(F)cc2)CC1)NCc1cccnc1	0%	4%	-11%	1.4%	-4%
CCCCCCCC(=O)N/N=C(\C)c1cccnc1	?	.	0%	3.1%	-10%
COC(=O)c1ccc2c(c1)NC(=O)CS2	2%	9%	-6%	1.3%	0%
CCn1c(SCC(=O)c2c(N)n(C)c(=O)n(C)c2=O)nnc1-c1ccccc1	-6%	-30%	.	.	-17%
O=C1CN(c2ccccc2)C(=S)N1C(=O)c1ccccc1	5%	0%	-8%	0.6%	10%
CN1CCC2(CC1)N=C(c1ccc(F)cc1)C(=S)N2C(=O)c1ccc(C(C)(C)C)cc1	-8%	-8%	4%	i	18%
Cc1ccccc1NC(=O)CC1SC(=Nc2ccc(O)cc2)NC1=O (stereo not drawn)	-2%	0%	-2%	0.1%	-3%
Cc1cc(C(C)(C)C)cc(S(=O)(=O)Nc2ccc(O)c(C(=O)O)c2)c1C	.	.	-9%	1.1%	2%
CC(C)Cn1c(SCC(=O)NC2CCCc3ccccc32)nc(O)cc1=O (stereo not drawn)	1%	32%	4%	1.8%	0%
N#C/C(=C/C1=C(N2CCOCC2)C(=C/c2cccc([N+](=O)[O-])c2)/CC1)C(=O)Nc1ccccc1F	.	.	5%	1.7%	.
CCN(CC)S(=O)(=O)c1ccc(Cl)c(NC(=S)NC(=O)C2CCCC2)c1	-5%	44%	-5%	7.5%	.
O=C(NNC(=O)c1ccccc1[N+](=O)[O-])Nc1ccc(Cl)cc1	-2%	1%	3%	3.5%	2%
COc1ccccc1N(CC(=O)Nc1cc(C)on1)S(=O)(=O)c1ccc(Cl)cc1	1%	3%	-20%	1.1%	-7%
COc1ccc(NC(=O)N2CCCC(C(=O)NC(C)C)C2)cc1 (stereo not drawn)	-3%	5%	6%	0.6%	0%
CCC1CCCCN1C(=O)COC(=O)CSc1ccc(C(N)=O)cc1[N+](=O)[O-] (stereo not drawn)	-10%	-12%	-4%	2.0%	.
CC1CCCN(S(=O)(=O)c2cc3c4c(c2)CCN4C(=O)CC3)C1 (stereo not drawn)	3%	4%	-6%	3.0%	0%
Following part:
SMILES	M. tuberculosis HTS	M. tuberculosis	influenza NS1A	inhibitors of VEEV	PhoP GFP inhibition	others
CCc1ccc(S(=O)(=O)NC2CC(C)(C)NC(C)(C)C2)cc1	1%	-9%	19%	1.1%	4%
CCNc1nc(NCC)nc(N/N=C/c2ccccc2)n1	-2%	12%	-1%	0.8%	-4%
Cc1c(-n2c(SCC(=O)N(C)C3CCS(=O)(=O)C3)nc3ccccc3c2=O)c(=O)n(-c2ccccc2)n1C (stereo not drawn)	1%	-8%	-2%	0.7%	2%
O=C(O)/C=C\C(=O)Nc1ccccc1C(=O)NCc1ccccc1	5%	-9%	9%	0.3%	5%
Cc1ccc(S(=O)(=O)NCC(=O)OC(C(=O)c2ccccc2)c2ccccc2)cc1 (stereo not drawn)	-11%	-4%	2%	i	13%
COC(=O)c1ccc(NC(=S)NCCCn2ccnc2)cc1	-4%	6%	-6%	1.0%	-3%	inhibitors of VEEV 10K pilot screen=0.1
CC(=O)NCCC(=O)Nc1nc(C)c(Cc2ccc3c(c2)OCO3)s1	1%	1%	3%	0.5%	-8%	inhibitors of VEEV 10K pilot screen=2.0
CC(=O)c1ccc(NC(=O)C(C)OC(=O)c2ccc(NS(=O)(=O)c3ccc(F)c(F)c3)cc2)cc1 (stereo not drawn)	-5%	2%	-12%	4.4%	1%
O=C(NCc1ccc(F)cc1)C1CC(=O)N(C2CCCCCCC2)C1 (stereo not drawn)	0%	18%	0%	0.6%	-3%
CC12CCC(=O)C=C1C(O)CC1C2CCC2(C)C1CCC2(O)C(=O)CO (stereo not drawn)	.	.	0%	i	.
CC12CCC(C(=O)Nc3cc(Cl)ccc3Cl)(C/C1=N\O)C2(C)C (stereo not drawn)	-7%	11%	-1%	1.8%	10%
O=C(O)/C=C/c1ccccc1Oc1ccc(Cl)cc1Cl	-1%	-8%	-5%	i	4%
C=CCN(c1ccc(C(=O)Nc2cccc(C)c2)cc1)S(C)(=O)=O	-14%	0%	3%	4.6%	0%
Cc1ccc2nc(Nc3nc(CSc4nc5ccccc5s4)cc(=O)[nH]3)nc(C)c2c1	?	-14%	2%	2.2%	-3%
CCOc1ccccc1C1C2C(=O)N(c3ccccc3)C(=O)C2ON1c1ccccc1 (stereo not drawn)	-2%	28%	1%	3.9%	-11%
COC(=O)c1cccnc1-n1c(=O)c2cccnc2n(Cc2cccc(C(F)(F)F)c2)c1=O	6%	13%	2%	4.8%	7%
COC(=O)c1ccc2c(=O)n(CC3CCCO3)c(SCC(=O)Nc3ccc(OC)cc3OC)nc2c1 (stereo not drawn)	-2%	-22%	12%	0.6%	0%
CCOC(=O)c1cn(CC(=O)Nc2cccc(Cl)c2C)nn1	-2%	-13%	4%	0.3%	3%
O=C(C1=C[C@@H](c2ccc(C(F)(F)F)cc2)C[C@@H](OCc2ccc(CO)cc2)O1)N1CCOCC1	6%	21%	0%	0.1%	-4%
O=C(CCNS(=O)(=O)c1ccccc1)NNC(=O)C1COc2ccccc2O1 (stereo not drawn)	2%	-4%	-1%	0.7%	-4%
COC(=O)Cn1c(=NC(=O)CCS(=O)(=O)c2ccccc2)sc2c(OC)ccc(OC)c21	-1%	-3%	-9%	1.9%	-8%
CCc1nnc(NC(=O)C2CC(=O)N(Cc3ccco3)C2)s1 (stereo not drawn)	-5%	-7%	-3%	2.2%	3%
CCSc1nc2ccccc2n1CCOc1ccccc1	6%	15%	0%	i	-4%
CCOc1ccc(S(=O)(=O)NCc2ccncc2)cc1NC(=O)c1ccccc1F	3%	3%	6%	0.0%	-1%
COc1ccc(C(=O)Nc2ccc(S(=O)(=O)N3CCCC3)cc2)c(OC)c1	-4%	-3%	-3%	i	-10%
More results follow:
SMILES	M. tuberculosis HTS	M. tuberculosis	influenza NS1A	inhibitors of VEEV	PhoP GFP inhibition	others
O=C1CC(N2CCC(O)(c3ccc(Cl)cc3)CC2)C(=O)N1 (stereo not drawn)	-7%	?	-1%	0.0%	-2%
COc1ccc(OC)c(-c2cc(C3CCN(c4cc(Cl)nc(N)n4)CC3)[nH]n2)c1	-11%	15%	12%	i	-20%
NC(=O)c1ccsc1NC(=O)COC(=O)CCCOc1ccccc1	.	.	-13%	2.9%	.
CCC(C)(C)n1nnnc1CN(Cc1cccs1)Cc1cc2cc(OC)ccc2[nH]c1=O	-5%	14%	-4%	7.5%	2%
CC(NCC(O)COC1CCC(C(C)(C)C)CC1)c1ccccc1 (stereo not drawn)	?	?	-10%	i	0%
CN1CCN(C(=O)c2cccc(NS(=O)(=O)c3ccc(Br)cc3)c2)CC1	-10%	-14%	-7%	4.7%	.
O=C(Cn1ncc(Cl)c(Cl)c1=O)N1CCN(Cc2ccccc2)CC1	.	.	-3%	>25µM*	.
CCOc1cc(CNn2cnnc2)ccc1OCC(=O)NC1CCCCC1	-8%	9%	-3%	2.5%	-3%
CCOc1ccccc1NC(=O)CNC(=O)Cc1ccccc1	5%	-11%	-2%	0.3%	8%
CCC(C)N=C1Sc2nc3ccc(C)cc3cc2CN1CCOC (stereo not drawn)	6%	2%	-3%	3.3%	-9%
CCCc1nn(C)c(C(=O)Nc2cccc(Cl)c2)c1Cl	-6%	-1%	-8%	1.4%	-6%
Nc1ccc(/C=C/c2ccc3ncccc3c2)cc1	12%	9%	-12%	4.1%	-2%
CC(OC(=O)c1oc2ccccc2c1CSC1CCCCC1)C(=O)NC(N)=O (stereo not drawn)	-15%	-15%	6%	i	-5%	inhibitors of VEEV 10K pilot screen=0.0
O=C(CCc1ccc(O)c(O)c1)NNC(=S)Nc1ccc(Br)cc1Cl	4%	-3%	.	i	4%
O=C(COc1c(Cl)cccc1Cl)NN1C(=O)CSC1=S	-7%	9%	11%	1.2%	-9%
COc1ccc(NC(C)C(=O)N/N=C/c2cc(Br)ccc2OC)cc1 (stereo not drawn)	-3%	11%	4%	1.1%	14%
Fc1ccccc1CNC(=S)NC1CCCCC1	8%	9%	-8%	3.8%	-8%

Ordered by molar mass (low to high): part of the list above.
SMILES	M. tuberculosis HTS	M. tuberculosis	influenza NS1A	inhibitors of VEEV	PhoP GFP inhibition	others
Nc1ccc(/C=C/c2ccc3ncccc3c2)cc1	12%	9%	-12%	4.1%	-2%
O=C1CC(N2CCC(O)(c3ccc(Cl)cc3)CC2)C(=O)N1 (stereo not drawn)	-7%	?	-1%	0.0%	-2%
CCOc1ccccc1NC(=O)CNC(=O)Cc1ccccc1	5%	-11%	-2%	0.3%	8%
CCC(C)N=C1Sc2nc3ccc(C)cc3cc2CN1CCOC (stereo not drawn)	6%	2%	-3%	3.3%	-9%
CCOc1cc(CNn2cnnc2)ccc1OCC(=O)NC1CCCCC1	-8%	9%	-3%	2.5%	-3%
COc1ccc(OC)c(-c2cc(C3CCN(c4cc(Cl)nc(N)n4)CC3)[nH]n2)c1	-11%	15%	12%	i	-20%
O=C(CCc1ccc(O)c(O)c1)NNC(=S)Nc1ccc(Br)cc1Cl	4%	-3%	.	i	4%
